# Assay outcomes as filed in PubChem BioAssay.
# GRIN3A LBD mod – binders of NR3A ligand-binding domain, primary screen, biophysical, differential scanning fluorimetry, uHTS | Glutamate receptor ionotropic, NMDA 3A (GRIN3A) ligand-binding domain | NR3A LBD differential scanning fluorimetry, Tm shift; 0% = protein alone, 100% = glycine-bound protein | Tm shift relative to glycine control, % at 25 µM | actives 2.5% (n = 340,000) | AID 1259313, 2017;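 active = melting temperature shift of at least 10% of the positive control shift, at one fixed dose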
# APJ agonist – agonists of human apelin receptor APJ, primary screen, CHO-K1 cells, PathHunter beta-arrestin, luminescence; activation, % at 20 µM; actives 0.11% (n = 330,000); P35414; 0% DMSO wells, 100% apelin;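 active = activation more than six SD over the plate average, tested at 20 µM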;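 note: 0% = DMSO alone and 100% = apelin-13 at 10 nM; some results filed as inactive read as strong as hits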
# Target sequence (P35414 whole entry, looked up): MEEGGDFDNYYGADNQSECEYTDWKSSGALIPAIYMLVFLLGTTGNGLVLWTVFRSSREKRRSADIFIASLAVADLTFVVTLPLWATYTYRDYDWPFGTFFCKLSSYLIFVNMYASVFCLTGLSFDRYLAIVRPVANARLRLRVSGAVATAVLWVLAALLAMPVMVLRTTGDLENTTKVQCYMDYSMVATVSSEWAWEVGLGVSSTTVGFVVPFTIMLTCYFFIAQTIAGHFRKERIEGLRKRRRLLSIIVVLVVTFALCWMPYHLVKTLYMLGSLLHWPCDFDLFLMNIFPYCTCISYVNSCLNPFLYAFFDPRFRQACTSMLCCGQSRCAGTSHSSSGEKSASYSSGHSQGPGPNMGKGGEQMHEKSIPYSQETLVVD
#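 Assay system: CHO-K1 cells stably expressing ProLink-tagged human APJ and arrestin–beta-gal acceptor. Compound dosing: 20 µM single point, 1% DMSO. Times: 16-18 h seeding, 90 min dark compound exposure, 60 min detection. Detection: beta-gal luminescence. Evaluation: APJ–arrestin association signal. Controls: negative DMSO alone, positive Apelin-13 at 10 nM.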
# NLRP3 yeast inh – NALP3 inflammasome inhibitors in reconstituted yeast, primary screen, luminescence, uHTS; Yeast reconstituted NLRP3/ASC/caspase-1, beta-gal luminescence, 24 h; inhibition, % at 10 µM; actives 0.39% (n = 330,000); AID 2825, 2010;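 active = inhibition of 50% or more; inactive = inhibition below 50%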;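 note: plate controls were induced DMSO wells for no effect and uninduced yeast grown without galactose for full effect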
# APJ antagonist – antagonists of human apelin receptor APJ, primary screen, CHO-K1 cells, beta-arrestin complementation, luminescence | inhibition, % at 20 µM | actives 0.32% (n = 330,000) | AID 2521, 2010;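 active = inhibition above about 40% at 20 µM, limit read from the data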;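 note: cells challenged with 10 nM apelin-13 agonist together with compound; plate controls were apelin-13 plus DMSO wells for no effect and DMSO wells lacking apelin-13 for full effect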
# tim23-1 inh – growth inhibitors of tim23-1 mutant yeast, primary screen, luminescence, uHTS; AID 463212, 2010; actives 1.3% (n = 330,000); S. cerevisiae tim23-1 growth, BacTiter-Glo luminescence, 24 h; inhibition, % at 20 µM;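 active = growth inhibition of the mutant yeast at or above 50%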;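 note: temperature-sensitive mutant grown at 25 °C; plate controls were DMSO-treated mutant yeast for no effect and medium wells lacking yeast for full effect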
# MPTP inh – mitochondrial permeability transition pore inhibitors, primary screen, biochemical, isolated mouse mitochondria, absorbance. actives 1.4% (n = 360,000). Ca2+ swelling absorbance, 30 min. inhibition, % at 10 µM;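 active = inhibition of 50% or more, scaled per plate between neutral and stimulator controls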;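 note: 0% = DMSO wells given calcium and 100% = 1 mM EGTA wells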
# TIM10 inh – growth inhibitors of isogenic TIM10 control yeast, primary screen, counter-screen for tim10-1 yeast inhibitor project, luminescence, uHTS; S. cerevisiae TIM10 strain growth, BacTiter-Glo luminescence, 24 h; inhibition, % at 10 µM; actives 1.4% (n = 330,000);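 active = inhibition of 40% or more at the single tested concentration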;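 note: wild-type TIM10 isogenic control strain grown at permissive 25 °C; 0% = DMSO yeast wells and 100% = minimal medium wells without yeast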
# MIN6 prolif – inducers of MIN6 beta-cell proliferation, primary screen, ATP luminescence, uHTS. MIN6 cells proliferation, ATPlite luminescence, 48 h; cells starved in 0.2% serum; 100% = growth in 10% serum. proliferation, % at 10 µM. AID 2380, 2010. actives 0.29% (n = 330,000);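 active = compounds whose signal lies at least 3.5 SD above the mean of all wells on their plate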;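 note: 0% = DMSO-treated cells in low-serum medium and 100% = 10% serum control; some compounds called inactive have numbers as strong as hits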
# tim10-1 inh – growth inhibitors of tim10-1 mutant yeast, primary screen, luminescence, uHTS. S. cerevisiae tim10-1 ts strain growth, BacTiter-Glo, 24 h. inhibition, % at 20 µM. actives 2.2% (n = 330,000). AID 463190, 2010;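 active = inhibition of at least 40%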;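 note: mutant grown at 25 °C; 0% = DMSO wells with yeast and 100% = wells holding no yeast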
# Numbers without * were called inactive; nt = no result given.
SMILES,GRIN3A LBD mod,APJ agonist,NLRP3 yeast inh,APJ antagonist,tim23-1 inh,MPTP inh,TIM10 inh,MIN6 prolif,tim10-1 inh
CCCCn1c(=O)[nH]c(=O)c2c1nc(-c1cc(Br)ccc1OC)n2C,-2,-2,5,-3,3,-3.5,18,3,-12
CCN(CC)C(=O)c1ccc(Cn2cc([N+](=O)[O-])cn2)o1,3,-4,3,12,10,1.1,3,-3,4
COCc1ccc(CN2CCC(N3CCC(C(=O)N4CCCC4)CC3)CC2)o1,0,-6,12,-1,-14,-1.3,-8,-4,-4
C=CC[C@H](CC(=O)N(CCO)Cc1ccccc1)C(=O)NC[C@H](OC(=O)[C@@H](CC=C)Cc1ccc(F)cc1)c1ccccc1,1,-2,27,13,9,0.2,8,-6,9
COc1ccc(C(=O)CCN2CCC(C)CC2)cc1,1,-3,12,1,21,0.4,7,-4,19
CC1CCN(C(=O)Cc2nn(C)c(=O)c3ccccc23)CC1,-8,-3,21,3,5,1.2,3,-3,24
COc1ccc(/C(C)=C2\SC(=S)N(CCC(=O)O)C2=O)cc1,-1,4,-4,9,9,0.0,11,-2,4
COc1ccccc1C(=O)Nc1ccc(S(=O)(=O)N2CCC(C)CC2)cc1,-8,-3,14,9,34,0.6,36,-2,35
Cc1cc(C)n2nc(SCC(=O)N3CCC(C)CC3)nc2n1,2,-1,15,5,1,-0.6,-3,-1,-18
O=c1c2c3c(sc2nc2n1CCC2)CCCC3,1,-2,-3,22,4,-0.1,11,2,18
O=C(Nc1ccc(CN2CCOCC2)cc1)c1ccc(N2CCCC2)c([N+](=O)[O-])c1,-2,-4,11,4,-13,0.3,-29,0,-20
O=S(=O)(NCc1ccccc1)c1ccccc1NCc1ccc(Cl)cc1,-1,nt,nt,nt,25,2.0,-9,nt,18
CCOc1ccc(OCC)c(NC(=O)CN(C)S(=O)(=O)c2cnc[nH]2)c1,-1,-4,11,-4,5,-1.0,-5,-2,-6
CCOC(=O)N1CCN(C(=O)c2ccc(Cl)c(S(=O)(=O)N3CCCC3)c2)CC1,0,-2,8,-10,5,-0.1,1,-1,-3
C=CC[C@@H](CC(=O)OC(C)(C)C)C(=O)OC[C@@H]1CCCN1C(=O)[C@@H](CC=C)CC(=O)N[C@H](CO)Cc1ccccc1,-3,-3,14,-1,8,0.0,6,-3,8
OCCC1CN(CC#Cc2ccccc2)CCN1C1CCCC1 (stereo not drawn),-3,-5,8,20,2,0.1,-11,-2,-9
Fc1ccc(NC(=S)N2CCCC2)cc1Cl,0,1,-3,-12,9,-0.5,-3,-1,10
CSc1nc2nc3c(c(=O)n2[nH]1)CN(Cc1ccccc1)CC3,-1,0,3,-6,1,-3.2,2,0,7
CCS(=O)(=O)N1CCC(C(=O)Nc2cccc(F)c2)CC1,0,4,13,1,21,-1.1,-7,-2,19
CCN(CC)S(=O)(=O)c1ccc(N2CCOCC2)c(NC(=O)Cc2ccccc2F)c1,-4,-2,-11,-8,6,1.0,-4,0,13
Cc1ccc(NS(=O)(=O)c2cccs2)cc1S(=O)(=O)N1CCCCCC1,-12,-3,9,5,15,0.4,10,0,9
COc1cc(S(=O)(=O)NCC2CCCO2)ccc1Br (stereo not drawn),1,-2,23,18,7,-1.8,-22,1,6
Cc1ccccc1-n1nnnc1SCC(=O)NC1CC1,2,-2,9,1,0,0.2,-6,0,-15
COc1cccc(N(C(=O)Cn2nnc(-c3cccs3)n2)C(C(=O)NC(C)C)c2ccc(C)o2)c1 (stereo not drawn),0,-5,7,-10,1,-2.8,11,-1,8
CN(C)c1c(N)c(=O)oc2ccccc12,-1,-2,2,3,13,-1.9,-11,2,-10

# (listing goes on)
SMILES,GRIN3A LBD mod,APJ agonist,NLRP3 yeast inh,APJ antagonist,tim23-1 inh,MPTP inh,TIM10 inh,MIN6 prolif,tim10-1 inh
c1ccc2sc(N3CCCN(Cc4nc(-c5cnccn5)no4)CC3)nc2c1,1,-2,9,-5,18,-1.7,12,-4,16
CC(=O)Nc1ccc(OCCC[n+]2cccc(C(=O)[O-])c2)cc1,0,-3,13,-10,-8,-0.6,1,-3,-4
CN(C)S(=O)(=O)c1ccc2c(c1)C(=O)c1cc(S(=O)(=O)N(C)C)ccc1CC2,1,1,8,-5,-6,1.1,-13,1,-7
Cc1ccc2cc(CN(Cc3ccco3)S(=O)(=O)c3c(C)ccc4nsnc34)c(=O)[nH]c2c1,3,-2,18,12,24,-0.3,12,-3,31
COc1ccc(OC)c(NC(=O)c2ccc3c(c2)CCN3S(C)(=O)=O)c1,-4,-3,9,16,27,-0.3,6,-2,32
CCOc1ccccc1NC(=O)CSc1nnc2ccc(-c3cccnc3)nn12,1,-4,1,-11,12,2.1,-2,-4,7
CCOC(=O)C1(CC2CC2)CCN(Cc2cn(C)c3ccccc23)CC1,0,0,12,9,-7,5.9,13,-1,15
COc1ccc(OC)c(CCNC(=O)CC2(CC3=NS(=O)(=O)c4ccccc4N3)CCCC2)c1,2,1,0,-1,5,-2.0,6,3,22
CCOC(=O)c1c(CSc2cccs2)n(C)c2cc(Br)c(O)c(CN(C)C)c12,2,-3,23,17,23,0.3,5,-3,-8
CCOc1ccccc1N1CCN(Cc2ccco2)CC1,-1,-8,1,13,-1,1.1,-8,-3,-4
Cc1ccc(N2C(=O)c3ccccc3C2=O)cc1,0,0,-3,11,2,0.1,-7,0,0
CCO[C@@H]1OC(C(=O)NCc2nc3ccccc3[nH]2)=C[C@H](c2csc3ccccc23)[C@H]1CCCO,-7,4,-2,10,14,0.1,10,-6,13
O=C1CCCCN1CCC(=O)N1CCCC(Nc2ccccc2)C1 (stereo not drawn),5,1,16,16,-10,-0.8,3,-3,-9
Cc1ccc(S(=O)(=O)N(CC(O)CN2C(=O)NC(C)(C)C2=O)c2ccccc2)cc1 (stereo not drawn),0,-2,-5,10,16,-0.8,6,8.8*,-3
O=S(=O)(c1ccccc1)n1c(C(O)c2ccccn2)cc2ccccc21 (stereo not drawn),-5,2,5,5,24,0.2,-2,0,6
CC1(C)c2[nH]c3ccccc3c2C[C@@H]2C(=O)N(Cc3ccccc3Cl)C(=O)N21,-1,-2,5,-48,13,1.4,5,-7,-10
Cc1onc(C(=O)Nc2ccc3c(c2)OCO3)c1[N+](=O)[O-],3,-2,2,-25,-8,1.2,-8,-1,-8
COc1ccc(OC)c(S(=O)(=O)n2cnc3ccccc32)c1,6,1,2,16,14,-0.2,-1,-5,-1
Cc1cccc(S(=O)(=O)C(C#N)c2nc3ccccc3nc2N2CC(C)OC(C)C2)c1 (stereo not drawn),1,-1,13,13,13,56*,20,0,20
Fc1ccccc1NC(=S)N1CCN(C/C=C/c2ccccc2)CC1,1,-2,17,-8,21,-1.2,16,-1,13
O=[N+]([O-])/C=C/c1cn(Cc2ccc(Cl)cc2)c2ccccc12,-5,-2,15,8,73*,-4.8,64*,0,65*
CC(CC(=O)NC(C)c1ccc2c(c1)OCCO2)c1ccccc1 (stereo not drawn),-7,0,15,-9,5,-1.2,1,0,12
COCCn1c(SCC(=O)N(C(C)C)C(C)C)nnc1-c1cc2ccccc2cc1O,-3,-4,9,7,20,5.2,22,-2,27
Cn1c(=O)c(-[n+]2ccccc2)c([O-])c2ccccc21,-4,-2,9,17,12,0.9,0,0,6
O=C1CCC2(C(=O)O)Sc3ccccc3N12 (stereo not drawn),3,-1,-2,3,0,1.1,7,-1,9

# Additional compounds follow:
SMILES,GRIN3A LBD mod,APJ agonist,NLRP3 yeast inh,APJ antagonist,tim23-1 inh,MPTP inh,TIM10 inh,MIN6 prolif,tim10-1 inh
CCC1CSC(Nc2ccc(C(=O)/C=C/c3ccc(Br)cc3)cc2)=N1 (stereo not drawn),0,-5,13,9,54*,3.7,50*,-6,45*
CCc1nnc(NC(=O)C2CC(=O)N(c3ccc4c(c3)OCCO4)C2)s1 (stereo not drawn),0,-4,9,3,6,0.1,2,2,12
O=C(COC(=O)c1ccccc1)Nc1ccc(Cl)cn1,-1,-2,9,-6,-10,0.3,5,-2,-15
Cc1cc(=O)oc2c3c(cc(OCC(=O)Nc4ccc(CCO)cc4)c12)OC(C)(C)CC3,-6,4,-5,-11,18,-1.0,11,-2,24
Cc1ccc(NC(=O)c2ccc(NCC3CCCO3)c([N+](=O)[O-])c2)cc1Cl (stereo not drawn),-4,1,5,0,3,1.7,-4,-1,19
CC(NC(=O)c1ccccc1F)C(=O)O (stereo not drawn),2,8,20,8,5,-2.3,19,0,2
CC(C)COC(=O)N1CCN(S(=O)(=O)c2ccc3c(c2)CCC3)CC1,2,-3,53*,16,22,-0.5,3,-4,16
O=C(N/N=C/c1ccc([N+](=O)[O-])o1)c1ccncc1,-1,0,12,17,12,2.0,12,-6,7
Cc1cc(NC(=O)CSCC(=O)Nc2cc(C(F)(F)F)ccc2N2CCCC2)no1,-2,-5,4,12,-18,0.0,-6,-1,-8
Cc1ccc(OCC(=O)N/N=C/c2cccn2C)cc1,-1,-11,19,1,-2,-0.5,12,-1,1
OCCNc1nc(N2CCN(c3ccccc3)CC2)nc2ccccc12,1,-3,20,22,-2,0.7,0,2,-11
COC(=O)[C@H](Cc1ccccc1)NC(=O)NCCc1ccccc1F,-1,0,6,7,13,-0.3,21,-4,11
Cc1ccccc1NC(=O)CN1C(=O)NC2(CCCCCCC2)C1=O,0,-5,12,24,-5,0.7,-6,-2,-10
COc1ccc(N(C)S(=O)(=O)c2c(C)noc2C)c(OC)c1,1,-2,-13,6,6,-0.6,14,5,-1
COc1ccc([C@H]2CC(=O)C=C(/C=C/c3ccc(C(F)(F)F)cc3)C2)cc1,-1,-4,15,8,30,-0.5,15,-7,14
CC1CCCC(C)N1CCCNC(=O)c1ccc2nc(N3CCCCC3)sc2c1 (stereo not drawn),2,15,14,16,2,-1.4,3,3,4
O=C(Nc1ccc(OC(F)F)c(Cl)c1)[C@@H]1CCCN1C(=O)c1cccs1,0,-6,3,2,16,4.0,18,-2,7
COc1ccc(NC(=O)NC2CCN(C(C)C)CC2)c(OC)c1,-5,-4,4,16,-2,-1.4,5,2,9
CCOC(=O)c1[nH]c(=O)[nH]c1CNc1ccccc1C#N,-1,-4,10,8,6,2.2,-11,-5,3
CCNc1ccc([N+](=O)[O-])cc1,0,-4,-1,12,10,0.2,15,0,12
Fc1cccc(CSc2ccc(-c3ccco3)nn2)c1,3,1,37,-6,26,1.0,28,0,24
COc1ccc(NC(=O)COC(=O)COc2ccc(Br)cc2)cc1,-18,-2,16,17,18,1.0,11,7,3
Cc1ccccc1N(CC(=O)NCc1ccco1)C(=O)CCC(=O)Nc1nccs1,0,-4,11,7,12,1.6,9,1,10

# Arranged by length of the SMILES (ascending): some entries from above
SMILES,GRIN3A LBD mod,APJ agonist,NLRP3 yeast inh,APJ antagonist,tim23-1 inh,MPTP inh,TIM10 inh,MIN6 prolif,tim10-1 inh
COc1ccc(NC(=O)COC(=O)COc2ccc(Br)cc2)cc1,-18,-2,16,17,18,1.0,11,7,3
CCC1CSC(Nc2ccc(C(=O)/C=C/c3ccc(Br)cc3)cc2)=N1 (stereo not drawn),0,-5,13,9,54*,3.7,50*,-6,45*
Cc1cc(NC(=O)CSCC(=O)Nc2cc(C(F)(F)F)ccc2N2CCCC2)no1,-2,-5,4,12,-18,0.0,-6,-1,-8

# This is a random part of the collection. About 7.2% of those tested had a hit in this group.
